S1P4 antagonist – human S1P4 receptor antagonism | O95977 | S1P4-expressing cells, antagonist mode, reporter read-out | inhibition, % at 4.98 µM | hit rate 0.26% among 220,000 | AID 1510; in the data active = inhibition above about 29%;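 also: 0% = wells stimulated with agonist and 100% = vehicle wells without agonist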
Target sequence (O95977 whole entry, looked up): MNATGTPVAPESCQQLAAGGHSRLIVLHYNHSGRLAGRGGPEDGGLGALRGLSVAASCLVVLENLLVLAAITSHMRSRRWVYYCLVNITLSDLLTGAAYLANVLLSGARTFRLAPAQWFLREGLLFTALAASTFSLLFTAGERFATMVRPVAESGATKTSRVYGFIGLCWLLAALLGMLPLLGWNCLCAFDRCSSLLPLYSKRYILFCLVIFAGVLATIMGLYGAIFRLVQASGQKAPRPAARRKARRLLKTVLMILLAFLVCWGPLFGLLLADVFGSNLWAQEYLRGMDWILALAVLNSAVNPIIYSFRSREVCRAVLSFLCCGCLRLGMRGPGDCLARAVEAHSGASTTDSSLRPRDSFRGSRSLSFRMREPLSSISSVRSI
NPY2 pot ag – potentiators or agonists of human neuropeptide Y receptor Y2 | P49146 | cells expressing NPY-Y2, potentiator/agonist read-out | activation, % at 3.6 µM | hit rate 0.45% among 220,000 | AID 1359; in the data active = activation above about 27%;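 also: cells stimulated with NPY near EC25 plus isoproterenol at EC100; 0% = vehicle plus submaximal agonist and 100% = vehicle plus saturating agonist; some results beyond the cut were filed as inactive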
Target sequence (P49146 whole entry, looked up): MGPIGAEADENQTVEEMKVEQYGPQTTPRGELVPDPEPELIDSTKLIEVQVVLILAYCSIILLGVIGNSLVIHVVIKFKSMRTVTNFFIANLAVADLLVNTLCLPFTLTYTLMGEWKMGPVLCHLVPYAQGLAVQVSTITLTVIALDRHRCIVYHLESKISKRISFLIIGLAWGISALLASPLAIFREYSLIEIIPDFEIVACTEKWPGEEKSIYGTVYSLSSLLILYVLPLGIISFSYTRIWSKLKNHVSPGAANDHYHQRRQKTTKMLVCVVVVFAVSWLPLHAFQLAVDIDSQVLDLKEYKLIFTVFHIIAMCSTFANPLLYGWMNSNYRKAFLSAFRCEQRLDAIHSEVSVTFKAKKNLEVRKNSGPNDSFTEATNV
EP2 antag – inhibitors of human EP2 prostaglandin E2 receptor; P43116; C6 glioma cells expressing human EP2, cAMP TR-FRET; cells stimulated with saturating PGE2; inhibition, % at 25 µM; hit rate 0.52% among 260,000;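 active = percent inhibition above 40 after rounding to a whole number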;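 also: rat C6 glioma host cells with rolipram phosphodiesterase inhibitor present; the protocol text gives 20 µM as final concentration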
S1P4 agonist – agonists of human S1P4 receptor. O95977. hit rate 0.35% among 220,000. S1P4-expressing cell line, agonist reporter assay. AID 1509. activation, % at 4.98 µM; in the data active = activation above about 11%;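 also: 0% = DMSO vehicle and 100% = reference agonist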
EP2 mod – modulators of human EP2 prostaglandin E2 receptor; hit rate 0.83% among 260,000; induction, % at 25 µM; EP2-expressing cells, cAMP HTRF FRET, PGE2 co-stimulation; AID 940; P43116;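 active = compounds whose cAMP rise, as percent of the full-agonist control response, exceeds 60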;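 also: rat C6 glioma line stably carrying human EP2 under a CMV promoter; the protocol text gives 20 µM as final concentration; 100% = response of wells given 1 µM PGE2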
NPY-Y1 antag – blocks the human neuropeptide Y Y1 receptor | AID 1040 | hit rate 1% among 200,000 | inhibition, % at 3.6 µM | HEK293-CNG Y1 cells, membrane potential fluorescence; NPY at EC95, then isoproterenol;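 active = inhibition above the campaign mean inhibition of all tested compounds plus 3 SD, cut at about 20% in these data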;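 also: 0% = DMSO wells given NPY plus isoproterenol and 100% = isoproterenol alone without NPY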
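Assay system: HEK293 cells with Y1 receptor plus CNG channel | Probe or stimulus: NPY (25 nM), isoproterenol (1 µM), Ro 20-1724 (25 µM) | Timing: Compound incubation 1 h at room temperature, readout 45 min post-stimulation | Measured by: Membrane-potential fluorescent dye readout | Benchmarks: High control isoproterenol alone, low control NPY with isoproterenol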
eIF4E-4G inh – inhibitors of eIF4E and eIF4G interaction in translation initiation. P63073+Q04637. TR-FRET eIF4E-eIF4GI(517-606) binding, 2 h. inhibition, % at 21.7 µM. hit rate 0.37% among 220,000. AID 782;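 active = inhibition above about 30%, limit read from the data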;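 also: 0% = full FRET control wells and 100% = background wells lacking eIF4GI fragment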
NPY-Y1 PAM-ag – potentiates or activates human NPY-Y1 receptor. NPY-Y1 expressing cells, potentiator/agonist activation. P25929. hit rate 0.37% among 220,000. activation, % at 3.6 µM; in the data active = activation above about 33%, passing the limit was not always enough;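 also: cells stimulated with NPY at EC10 then isoproterenol at EC100; 0% = low agonist plus stimulus and 100% = saturating agonist plus stimulus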
p97 inhibitor – blocks human p97 ATPase activity | P55072 | recombinant p97 ATPase, Kinase-Glo ATP luminescence, 3 h | inhibition, % at 8 µM | hit rate 0.42% among 220,000 | AID 1481; in the data active = inhibition above about 15%;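 also: 0% = DMSO vehicle and 100% = wells lacking enzyme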
Numbers without * were called inactive; nt = no result given; [ ] = dose if it differs, or a comment.

SMILES | S1P4 antagonist | NPY2 pot ag | EP2 antag | S1P4 agonist | EP2 mod | NPY-Y1 antag | eIF4E-4G inh | NPY-Y1 PAM-ag | p97 inhibitor
CC(=O)Nc1ccc(S(=O)(=O)N(C)S(=O)(=O)c2ccc(F)cc2)cc1 | 6 | 9 | 7 | -0.8 | 29 | -8 | 3 | 17 | 2
Cc1noc(/C=C/NCc2cccnc2)c1S(=O)(=O)N(C)CC(=O)N1CCc2ccccc21 | -18 | -3 | 13 | -1.1 | -5 | 0 | 1[fluorescence artefact?] | 12 | 5
CC(Oc1ccc(Cl)cc1)C(=O)Nc1ncccn1 (configuration not stated) | -12 | 0 | 9 | 0.8 | -7 | 0 | -4 | 7 | -2
CCOc1ccccc1NC(=O)C1CCCN(S(=O)(=O)c2cccc3nsnc23)C1 (configuration not stated) | -4 | 7 | 15 | 0.8 | -4 | -5 | 0[fluorescence artefact?] | 8 | -4
CCN(CC)c1nc(-c2ccccc2)ncc1S(=O)(=O)c1ccc(C)cc1 | 2 | -21 | 1 | -1.8 | 35 | 4 | 4 | 5 | 0
COCCCNC(=S)N(Cc1ccccc1)Cc1nc2ccccc2c(=O)[nH]1 | -19 | -3 | 6 | 2.4 | 22 | -6 | -3 | -13 | 5
Cc1ccc(S(=O)(=O)N(CC(O)CN2C(=O)NC(C)(C)C2=O)c2ccccc2)cc1 (configuration not stated) | -4 | -16 | 13 | 0.8 | -9 | 8 | -5 | 11 | -1
N/C(=N\OC(=O)Cc1ccccc1[N+](=O)[O-])c1ccncc1 | -12 | -4 | 1 | 1.3 | 14 | -2 | 1 | 11 | 5
Cc1ccc(SCC(=O)NCc2ccc(F)cc2)cc1 | -18 | 1 | 5 | -1.3 | -22 | -2 | 3 | -18 | 2
Cc1ccc(Nc2nc(CSc3n[nH]c(N)n3)cs2)cc1 | -3 | 12 | 8 | -1.5 | -37 | nt | 2 | 26 | 3
CCCCSc1nc2[nH]ncc2c(=O)[nH]1 | -10 | 0 | 5 | 0.5 | 31 | -1 | -5 | -12 | -6
CCOc1ccc(Cc2n[nH]c(=S)n2N)cc1 | 6 | -3 | 9 | -1.5 | 13 | 5 | -6 | -10 | 4
Nc1[nH]n(-c2ccccc2)c(=O)c1N=Nc1ccc2ncsc2c1 | -16 | 30 | 8 | 0.7 | -26 | nt | 9 | 20 | 6
Cc1cccc(NC(=O)Nc2ccncc2)c1 | -14 | 0 | 1 | -0.9 | -21 | 6 | 2 | 6 | 0
Fc1ccccc1N1CCN(c2ncnc3nc[nH]c23)CC1 | -8 | 7 | 11 | 0.3 | -7 | nt | 1 | 3 | 4
O=C(Cc1c[nH]c2ccccc12)N/N=C/c1cccc(F)c1 | -10 | 9 | 12 | 1.4 | -8 | 1 | -3[fluorescence artefact?] | 10 | 1
CCC(=O)C1=C(N2CCCC2)CC(C)(C)CC1=O | -6 | 12 | 23 | 1.6 | 2 | -4 | -3 | -13 | 2
CC1CCN(c2nc3c(cc2C#N)COC(C)(C)C3)CC1 | -13 | 5 | 10 | -1.1 | 47 | 4 | 1 | 25 | 2
c1ccc(-c2nc(NCc3cccnc3)c3ccccc3n2)cc1 | -8 | 18 | 5 | 0.0 | -3 | -4 | 8 | 18 | 7
COc1cc(-c2cc(C(=O)Nc3ccc(N4CCOCC4)cc3)c3ccccc3n2)cc(OC)c1OC | -6 | 17 | 17 | 0.0 | -32 | nt | 0 | 25 | 12
CCOc1ccc(C(=O)NCCN(C)C)cc1 | -8 | 16 | 8 | -1.8 | 20 | -6 | 4 | 4 | -1
O=S(=O)(Cc1ccccc1)N1CCCC(c2nc(-c3ccc(F)cc3)no2)C1 (configuration not stated) | -1 | -10 | 4 | -1.7 | -14 | 12 | -4 | 2 | 0
CCCCC(=O)NC(=S)Nc1cccc(NC(=O)c2ccccc2)c1 | -13 | -2 | 6 | -3.6 | -48 | 5 | -4 | -13 | 0
CC(=O)c1cccc(-n2nnnc2SCC(=O)Nc2ccccc2N2CCCCC2)c1 | 15 | -1 | 4 | -1.2 | 38 | -1 | -10 | 1 | 2
CCOc1cc(/C=N/NC(=O)C(=O)NCc2cccnc2)ccc1O | -15 | -13 | 1 | -3.3 | -32 | -2 | 2 | -11 | -5
CC(C)CCNC(=O)NC(=O)COC(=O)c1cc(S(=O)(=O)N2CCOCC2)ccc1N1CCCCC1 | 0 | -10 | 15 | 0.7 | 5 | -3 | -10[fluorescence artefact?] | -13 | -6
Cc1ccc(NC(=O)CS(=O)CC(=O)Nc2ccc(N3CCOCC3)cc2)cc1Cl (configuration not stated) | 30* | -23 | 11 | -0.5 | -19 | -3 | nt | 6 | -7
Cc1ccc(S(=O)(=O)N2C(=O)CCC2C(=O)Nc2ccc3c(c2)OCCO3)cc1 (configuration not stated) | 0 | -9 | 8 | -1.4 | -6 | 1 | -2[fluorescence artefact?] | -2 | 5
COC(=O)Nc1nnc(/C=C/c2ccccc2)s1 | -19 | 2 | 6 | -0.2 | 15 | -1 | 6 | -1 | 10
COc1ccc(-c2nc3c(Br)c(N)c(Br)cc3o2)cc1 | -10 | -11 | nt | -0.7 | 14 | 4 | -3 | 12 | 2
Cc1occc(=O)c1OCc1ccccc1 | -12 | -17 | 8 | -0.3 | -10 | 5 | -2 | -5 | 1
Nc1n[nH]c(-c2ccccc2)c1-c1ccccc1 | 5 | -5 | 9 | 0.6 | 52 | -8 | 1 | -1 | 7
Cc1ccc(C(=O)NCC(=O)NCC(=O)OCc2ccc(Cl)cc2)cc1 | -15 | -3 | 15 | 1.2 | 33 | 4 | -1 | -1 | 5
CCOCCn1c(N2CCN(c3ccc(OC)cc3)CC2)nc2c1c(=O)[nH]c(=O)n2C | 0 | 14 | 8 | -2.2 | 9 | -4 | 5[fluorescence artefact?] | -11 | 5
O=C(N/N=C/c1ccc([N+](=O)[O-])cc1)c1cc(C2CC2)nc2ccccc12 | -9 | -15 | 10 | 1.5 | 5 | nt | 1 | 5 | 0
Cc1ccc(S(=O)(=O)n2c3ccc(Cl)cc3c3nc(C)sc32)cc1 | -2 | 14 | 3 | -0.4 | 90* | 6 | 2 | 1 | 1

Profiles, looked up by structure. Values in the order: S1P4 antagonist	NPY2 pot ag	EP2 antag	S1P4 agonist	EP2 mod	NPY-Y1 antag	eIF4E-4G inh	NPY-Y1 PAM-ag	p97 inhibitor
Shown for Cc1ccc(S(=O)(=O)n2c3ccc(Cl)cc3c3nc(C)sc32)cc1 = -2	14	3	-0.4	90*	6	2	1	1
Shown for O=C(N/N=C/c1ccc([N+](=O)[O-])cc1)c1cc(C2CC2)nc2ccccc12 = -9	-15	10	1.5	5	nt	1	5	0
Shown for Cc1ccc(C(=O)NCC(=O)NCC(=O)OCc2ccc(Cl)cc2)cc1 = -15	-3	15	1.2	33	4	-1	-1	5

Following part.
SMILES | S1P4 antagonist | NPY2 pot ag | EP2 antag | S1P4 agonist | EP2 mod | NPY-Y1 antag | eIF4E-4G inh | NPY-Y1 PAM-ag | p97 inhibitor
CC(=O)N/C(=C\c1ccccc1)C(=O)NCc1ccc2c(c1)OCO2 | -3 | -7 | 10 | 1.1 | 19 | -3 | 1 | 7 | 2
COc1ccc(/C=N/NC(=S)Nc2ccccc2)cc1COc1ccccc1F | -2 | 2 | 2 | -0.2 | 12 | 0 | 19 | 3 | 2
COc1cc(/C=C2/NC(=O)NC2=O)cc(Br)c1OCc1cccc(C(=O)O)c1 | -24 | 1 | 9 | 0.1 | 40 | 1 | 3 | 9 | 4
CCNS(=O)(=O)c1ccc(NC(=O)Cn2cc([N+](=O)[O-])cn2)cc1 | 0 | 7 | 4 | 0.2 | 2 | 0 | 1 | 15 | 0
Cc1nc(C)c(-c2ccn(C(=O)NC(C)C)n2)s1 | -8 | -3 | 7 | -0.3 | -5 | nt | -2 | 1 | -3
CCOc1ccccc1N1CCN(CC(O)COc2ccc3c(C)cc(=O)oc3c2)CC1 (configuration not stated) | -18 | -2 | 1 | -0.4 | -10 | 4 | nt | -3 | -3
O=S(=O)(NCC(c1ccccc1)N1CCNCC1)c1ccc(Cl)cc1 (configuration not stated) | -10 | 9 | 10 | 1.1 | 18 | -3 | 7 | -4 | 1
COc1ccccc1-c1noc(-c2ccccc2C(=O)Nc2ccccc2)n1 | 3 | -6 | 6 | 0.3 | 22 | 23* | -3 | -36 | 0
Cc1cc(C)nc(SCCC(=O)Nc2cccc3ccccc23)n1 | -17 | -2 | 14 | 1.1 | 18 | 6 | -1 | -5 | -2
Cc1cccc2nc(CSC(=N)N)c(Br)n12 | -6 | -2 | 3 | 2.5 | -40 | 12 | 4 | 4 | 0
O=C(N/N=C/CCc1ccccc1)c1ccccc1 | 4 | 1 | 10 | 0.5 | 3 | 3 | 4 | 3 | 0
CCC(C)Oc1nc2c(c(=O)n(C)c(=O)n2C)n1C (configuration not stated) | -8 | 7 | 5 | -0.2 | 5 | nt | 2 | -2 | 1
COCCNC(=O)C(c1ccc(Cl)cc1)N(C(=O)CCC(=O)Nc1ccccn1)C1CCCC1 (configuration not stated) | -3 | 8 | 12 | 0.2 | 15 | -1 | -2 | -16 | -1
O=C(CSc1ccccc1)NCc1cccnc1 | -8 | -5 | nt | -0.2 | 19 | -1 | 1 | 0 | 3
Cc1cccc(Nc2nc3c(S(=O)(=O)c4ccccc4)nnn3c3ccccc23)c1 | -33 | 0 | 10 | 0.8 | 7 | 0 | 4 | -6 | 1
O=C1CCC(=O)N1OCCCCOc1ccccc1 | -1 | -9 | 18 | -1.8 | 20 | 10 | -3 | -8 | 1
COc1ccc2[nH]cc(C(=O)CN3CCC(C)CC3)c2c1 | -2 | 5 | 4 | 2.2 | 14 | 5 | 7 | 6 | 11
CCOc1ccccc1NC(=O)CCCc1nc2ccccc2c(=O)[nH]1 | 2 | 15 | 1 | 1.3 | 1 | 1 | 3 | -5 | 5
CCn1c(SCc2cccc(F)c2)nc2c(c1=O)SCC2 | 11 | -9 | 10 | 0.4 | 57 | 9 | -5 | 9 | 1
COc1ccc(NC(=S)NC(NC(=O)CCl)C(Cl)(Cl)Cl)c([N+](=O)[O-])c1 (configuration not stated) | 1 | 18 | 8 | -2.5 | -23 | -5 | -3 | 18 | -3
Clc1cccc(Sc2ccc(-c3ccccn3)s2)c1 | 2 | -22 | 24 | 0.9 | 21 | nt | -4 | -3 | 4
CC1CCN(CCCOc2ccc(Cl)cc2Br)CC1 | 7 | -10 | 22 | -0.4 | -55 | 8 | 1 | -4 | 0
COC(=O)c1ccc(=O)n(CC(=O)c2ccc(Cl)cc2)c1 | 6 | -8 | 9 | 1.5 | 7 | -1 | 4 | 7 | 4
Cc1nn(CC(=O)Nc2cccc(S(N)(=O)=O)c2)c(C)c1[N+](=O)[O-] | -12 | 6 | 6 | 0.9 | -12 | -4 | 4[fluorescence artefact?] | -8 | -2
NCCOc1ccc(C2CCCCC2)cc1 | 0 | -15 | 14 | 0.6 | -50 | 19 | 1 | -5 | -1
Cc1ccccc1NNC(N)=S | -17 | -4 | 3 | 0.1 | 6 | -1 | -3 | -19 | -1
Cc1nn(CC(=O)NCc2ccccc2F)c(C)c1[N+](=O)[O-] | -11 | 6 | 4 | 0.7 | 14 | 6 | 0 | 17 | 2
CN(C)S(=O)(=O)c1cc(C(=O)NCc2ccccc2)c(Cl)cc1Cl | 0 | 7 | 3 | 1.5 | -16 | -3 | -2 | 9 | 3
O=C1CCN2C=Nc3cccc4ccc1c2c34 | -1 | -12 | 11 | 0.8 | -7 | 2 | 4 | -5 | 26*
O=C(c1ccco1)N1CCCSC1=Nc1ccccc1 | 4 | 2 | 4 | -0.8 | 9 | -1 | -1 | -2 | 4

A portion of the library. The share of hits here may be higher or lower than overall.
